Assay outcomes deposited in PubChem by Sanford-Burnham Center for Chemical Genomics.
MPTP inh = mitochondrial permeability transition pore inhibitors, primary screen, biochemical, isolated mouse mitochondria, absorbance; Ca2+ swelling absorbance, 30 min; inhibition, % at 10 µM; 360,000 compounds, 1.4% hits; AID 602449, 2012;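 active = inhibition of 50% or more, scaled per plate between neutral and stimulator controls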;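 note: 0% = DMSO wells given calcium and 100% = 1 mM EGTA wells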
NLRP3 yeast inh = NALP3 inflammasome inhibitors in reconstituted yeast, primary screen, luminescence, uHTS; inhibition, % at 10 µM; AID 2825, 2010; 330,000 compounds, 0.39% hits; Yeast reconstituted NLRP3/ASC/caspase-1, beta-gal luminescence, 24 h;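 active = inhibition of 50% or more; inactive = inhibition below 50%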;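 note: plate controls were induced DMSO wells for no effect and uninduced yeast grown without galactose for full effect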
APJ antagonist = antagonists of human apelin receptor APJ, primary screen, CHO-K1 cells, beta-arrestin complementation, luminescence | 330,000 compounds, 0.32% hits | inhibition, % at 20 µM;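 active = inhibition above about 40% at 20 µM, limit read from the data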;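 note: cells challenged with 10 nM apelin-13 agonist together with compound; plate controls were apelin-13 plus DMSO wells for no effect and DMSO wells lacking apelin-13 for full effect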
Target sequence (P35414 whole entry, looked up): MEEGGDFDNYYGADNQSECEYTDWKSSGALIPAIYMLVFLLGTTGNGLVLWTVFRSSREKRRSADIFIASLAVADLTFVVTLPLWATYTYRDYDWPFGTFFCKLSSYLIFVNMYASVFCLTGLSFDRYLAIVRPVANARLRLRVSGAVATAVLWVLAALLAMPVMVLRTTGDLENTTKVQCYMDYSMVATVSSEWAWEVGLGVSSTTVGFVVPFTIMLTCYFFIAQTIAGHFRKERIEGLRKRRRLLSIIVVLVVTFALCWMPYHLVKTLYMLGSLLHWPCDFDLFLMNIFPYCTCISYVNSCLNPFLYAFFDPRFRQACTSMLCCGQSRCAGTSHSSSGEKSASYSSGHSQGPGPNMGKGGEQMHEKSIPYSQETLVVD
APJ agonist = agonists of human apelin receptor APJ, primary screen, CHO-K1 cells, PathHunter beta-arrestin, luminescence. P35414. 0% DMSO wells, 100% apelin. activation, % at 20 µM. 330,000 compounds, 0.11% hits. AID 2520, 2010;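 active = activation more than six SD over the plate average, tested at 20 µM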;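 note: 0% = DMSO alone and 100% = apelin-13 at 10 nM; some results filed as inactive read as strong as hits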
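Assay system: CHO-K1 cells stably expressing ProLink-tagged human APJ and arrestin–beta-gal acceptor. Compound dosing: 20 µM single point, 1% DMSO. Times: 16-18 h seeding, 90 min dark compound exposure, 60 min detection. Detection: beta-gal luminescence. Evaluation: APJ–arrestin association signal. Controls: negative DMSO alone, positive Apelin-13 at 10 nM.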
beta cell repl = inducers of MIN6 beta-cell proliferation, primary screen, ATP luminescence, uHTS; 330,000 compounds, 0.29% hits; proliferation, % at 10 µM; AID 2380, 2010; MIN6 cells proliferation, ATPlite luminescence, 48 h; cells starved in 0.2% serum; 100% = growth in 10% serum;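 active = compounds whose signal lies at least 3.5 SD above the mean of all wells on their plate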;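 note: 0% = DMSO-treated cells in low-serum medium and 100% = 10% serum control; some compounds called inactive have numbers as strong as hits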
tim10-1 inh = growth inhibitors of tim10-1 mutant yeast, primary screen, luminescence, uHTS; inhibition, % at 20 µM; 330,000 compounds, 2.2% hits; AID 463190, 2010; S. cerevisiae tim10-1 ts strain growth, BacTiter-Glo, 24 h;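 active = inhibition of at least 40%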;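 note: mutant grown at 25 °C; 0% = DMSO wells with yeast and 100% = wells holding no yeast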
tim23-1 inh = growth inhibitors of tim23-1 mutant yeast, primary screen, luminescence, uHTS | S. cerevisiae tim23-1 growth, BacTiter-Glo luminescence, 24 h | 330,000 compounds, 1.3% hits | inhibition, % at 20 µM;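 active = growth inhibition of the mutant yeast at or above 50%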;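 note: temperature-sensitive mutant grown at 25 °C; plate controls were DMSO-treated mutant yeast for no effect and medium wells lacking yeast for full effect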
NR3A LBD binder = binders of NR3A ligand-binding domain, primary screen, biophysical, differential scanning fluorimetry, uHTS; Glutamate receptor ionotropic, NMDA 3A (GRIN3A) ligand-binding domain; Tm shift relative to glycine control, % at 25 µM; AID 1259313, 2017; 340,000 compounds, 2.5% hits; NR3A LBD differential scanning fluorimetry, Tm shift; 0% = protein alone, 100% = glycine-bound protein;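 active = melting temperature shift of at least 10% of the positive control shift, at one fixed dose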
TIM10 inh = growth inhibitors of isogenic TIM10 control yeast, primary screen, counter-screen for tim10-1 yeast inhibitor project, luminescence, uHTS. inhibition, % at 10 µM. AID 463195, 2010. 330,000 compounds, 1.4% hits. S. cerevisiae TIM10 strain growth, BacTiter-Glo luminescence, 24 h;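 active = inhibition of 40% or more at the single tested concentration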;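 note: wild-type TIM10 isogenic control strain grown at permissive 25 °C; 0% = DMSO yeast wells and 100% = minimal medium wells without yeast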
Active calls of the source: *; / = no result given.

[1] CC(C)(C)c1ccc(C(=O)NNC(=O)C(=O)N2CCCCC2)cc1
[2] Cn1c2c(c3ccccc31)CCN=C2c1ccccc1
[3] CCOc1cc(-c2cc(-c3ccc(NC(C)=O)cc3)nc(N)c2C#N)ccc1O
[4] O=C(CN1CCN(S(=O)(=O)c2cccc(Cl)c2)CC1)N1CCCCC1
[5] N#Cc1cccc(C#N)c1Oc1ccc(S(=O)(=O)Nc2ccc(Cl)cc2)cc1
[6] CC1(C)C(=O)Nc2ccccc2N1C(=O)COC(=O)CNS(=O)(=O)c1ccc(F)c(F)c1F
[7] COc1cc2c(cc1OC)C[N+](C)(C)CC2
[8] CCn1cc(S(=O)(=O)c2ccc(OC)cc2)c(=O)c2cc(F)c(N3CCN(C)CC3)cc21
[9] NNC(=O)c1ccc(OCC2CC(c3ccc(Cl)cc3)=NO2)cc1 (centres undefined)
[10] O=C(NCc1cccnc1)c1ccc(N2CCOCC2)c([N+](=O)[O-])c1

Screen / compound no.	1	2	3	4	5	6	7	8	9	10
MPTP inh	-5.7	-0.1	0.3	1.0	77*	0.0	0.6	-0.9	2.3	4.5
NLRP3 yeast inh	-4	18	15	12	18	9	11	3	30	-7
APJ antagonist	1	5	13	-35	3	11	-67	3	-16	11
APJ agonist	6	1	4	-2	0	-4	0	-3	5	-3
beta cell repl	-4	0	-2	-2	-2	0	-3	-4	-1	0
tim10-1 inh	8	11	-8	8	-58	-4	-12	-11	10	4
tim23-1 inh	13	11	4	11	0	-1	6	-2	41	1
NR3A LBD binder	-2	-4	-13	-3	10*	-2	0	1	0	0
TIM10 inh	7	5	-6	7	-2	7	1	-8	23	1

[11] CCOC(=O)c1nn(-c2ccccc2C)c(=O)c(C#N)c1C
[12] Cc1cccc(-n2ncc3c2CCCC3NC(=O)C2=CC(=O)CC(C)(C)O2)c1C (centres undefined)
[13] Cn1nccc1NC(=O)NC(=O)c1c(Cl)cccc1Cl
[14] CCN1C[C@@H]2[C@@H]3C(=O)N(C)C(=O)[C@@H]3[C@](CC)(C(=O)OC)N2C1=NC
[15] COc1cc(/C=N/Nc2ccc(S(N)(=O)=O)cc2[N+](=O)[O-])cc(OC)c1O
[16] CCOC(=O)CNC(=O)c1nn(-c2cccc(OC)c2)c(=O)c2ccccc12
[17] N#CC(C#N)=c1ccc2c(c1)NC1(CCCCC1)N=2
[18] Oc1cccc(C=NCc2ccccc2)c1
[19] CN1[C@@H](CC(=O)c2ccccc2)CCC[C@H]1C[C@H](O)c1ccccc1
[20] O=C(CSc1nc2ccccc2c(=O)n1-c1ccccc1)NC(=O)CN1CCCC1=O

Screen / compound no.	11	12	13	14	15	16	17	18	19	20
MPTP inh	-0.5	1.8	2.5	-2.0	2.9	-2.3	20	-0.4	2.5	1.8
NLRP3 yeast inh	27	-8	-3	/	1	23	35	23	16	4
APJ antagonist	-7	5	10	/	-2	5	28	0	6	12
APJ agonist	7	4	-4	/	6	9	-6	-3	3	4
beta cell repl	0	-3	-2	/	-5	0	-4	-2	-5	0
tim10-1 inh	17	2	11	14	13	39	46*	3	9	5
tim23-1 inh	12	9	4	29	24	40	44	16	12	2
NR3A LBD binder	-1	3	1	-1	-1	-2	-1	1	-5	0
TIM10 inh	18	6	18	-8	-9	8	29	9	1	5

[21] CCCCc1cc(=O)oc2cc(OCC(=O)N3CCC(C(=O)O)(c4ccccc4)CC3)ccc12
[22] Cn1ccnc1C(=O)c1cc(=O)c2ccccc2o1
[23] O=C(O)CC1(CC(=O)Nc2ccccc2Br)CCCC1
[24] Cc1cccc(N2CCN(C(=O)c3cc4n(n3)C(C(F)(F)F)CC(c3ccco3)N4)CC2)c1C (centres undefined)
[25] CCc1ccc(CN2CCC(C(=O)Nc3cccc(-c4nnc(C)s4)c3)CC2)o1
[26] O=C(OCCN1CCCC1=O)c1cncc(Br)c1
[27] O=C(CSc1nnc(-c2ccccc2Cl)o1)Oc1ccc(Br)cc1
[28] O=C(O)CN1C(=O)/C(=C\c2cc(Br)ccc2OCc2ccccc2Cl)SC1=S
[29] C(=N\N1CCN(Cc2ccccc2)CC1)/c1cccnc1
[30] COC(=O)C1=C(C)Nc2c(c(=O)n(C)c(=O)n2C)C1c1ccncc1 (centres undefined)

Screen / compound no.	21	22	23	24	25	26	27	28	29	30
MPTP inh	-2.4	0.7	1.1	-3.8	0.0	0.4	1.8	2.6	-2.2	-1.1
NLRP3 yeast inh	-7	-2	-3	24	16	-3	13	6	16	-2
APJ antagonist	7	16	2	-2	-10	-26	-25	18	6	13
APJ agonist	-2	2	5	-3	4	1	0	-3	0	-2
beta cell repl	1	-1	1	-8	3	2	-2	-5	0	2
tim10-1 inh	-4	12	15	18	-5	-2	17	17	7	-1
tim23-1 inh	10	16	6	4	-2	22	11	33	4	4
NR3A LBD binder	1	2	2	1	-3	3	-6	2	-3	-1
TIM10 inh	11	9	-15	23	-3	-5	13	25	6	4

[31] Cc1nnc(N/N=C/c2cc([N+](=O)[O-])c(N3CCC(C)CC3)cc2N2CCC(C)CC2)n1N
[32] CN1C(=O)CC(C(=O)Nc2ccc(F)cc2)SC1=Nc1ccc2c(c1)OCO2 (centres undefined)
[33] O=C(C[n+]1ccccc1)NNc1ccccc1
[34] CC(C)OC(=O)c1c(NC(=O)C2CC=CCC2C(=O)O)sc2c1CCCCC2 (centres undefined)
[35] O=C1NC2(CCCCC2)C(=O)N1CCS(=O)(=O)Oc1ccc(Br)cc1
[36] C=CCNC(=O)C(=O)NCC(c1ccc2c(c1)OCO2)N1CCN(c2ccc(F)cc2)CC1 (centres undefined)
[37] O=C(COC(=O)Cc1ccc(F)cc1)NC(=O)NC1CCCC1
[38] Cc1cc(OC(=O)c2ccccc2Cl)ccc1N1C(=O)CCC1=O
[39] Cc1ccnc(NC(=S)NC(=O)c2cccs2)c1
[40] O=C(Nc1ccccc1C(=O)NC1CCCCC1)c1ccco1

Screen / compound no.	31	32	33	34	35	36	37	38	39	40
MPTP inh	83*	-1.0	-0.1	-1.3	0.1	-1.4	0.4	-0.1	-0.1	2.0
NLRP3 yeast inh	16	8	26	6	4	12	3	14	38	7
APJ antagonist	-1	-21	11	4	2	24	4	14	19	2
APJ agonist	-2	-1	-3	-7	-3	-4	-1	-2	-4	-4
beta cell repl	-6	-3	-1	-2	1	-1	2	-3	-5	0
tim10-1 inh	34	28	6	8	31	26	11	9	27	2
tim23-1 inh	33	19	-38	23	27	25	19	24	33	5
NR3A LBD binder	-7	-10	1	1	0	-3	0	0	-1	0
TIM10 inh	27	24	-61	9	21	6	8	18	11	12

[41] Cc1cccc(NC(=O)Nc2ccncc2)c1
[42] CCN(Cc1ccccc1)C(=O)C1CCN(C(=O)Nc2ccccc2)CC1
[43] O=C(c1ccc2c(c1)OCCO2)N1CCN(c2ncc(C(F)(F)F)cc2Cl)CC1
[44] CC(=O)Nc1cccc2c1C(=O)N(c1ccccc1OC(C)=O)C2=O
[45] Cc1noc(C)c1NC(=O)N(C)C[C@H]1Oc2ccc(NC(=O)CCC(F)(F)F)cc2C(=O)N([C@H](C)CO)C[C@@H]1C
[46] O=C1c2ccccc2NC(c2cnc3ccccc3n2)N1O (centres undefined)
[47] Cc1ccc(N(C(C)C(=O)NCc2ccncc2)S(C)(=O)=O)cc1C (centres undefined)
[48] O=C1CCC(C(=O)N2CCC(CCO)CC2)CN1Cc1ccc(Cl)cc1 (centres undefined)
[49] CC(=O)N1CCc2cc(S(=O)(=O)N3CCCCC3C)ccc21 (centres undefined)
[50] Cc1ccc(OCCCC(=O)Nc2cc(S(=O)(=O)N3CCOCC3)ccc2N2CCOCC2)cc1

Screen / compound no.	41	42	43	44	45	46	47	48	49	50
MPTP inh	22	1.8	-0.2	2.0	-2.3	-1.1	-5.2	-0.4	-1.1	-1.0
NLRP3 yeast inh	13	5	17	16	11	31	6	3	11	3
APJ antagonist	-14	8	8	-14	4	-12	3	14	-4	15
APJ agonist	6	-6	12	-2	-4	-4	-1	0	-5	-1
beta cell repl	-4	0	-2	-4	1	1	-2	-1	-1	0
tim10-1 inh	7	-10	48*	6	12	-11	5	-8	11	14
tim23-1 inh	12	3	42	9	9	4	-5	-1	14	23
NR3A LBD binder	-4	-1	-2	-1	-1	-2	-1	0	4	0
TIM10 inh	7	-7	10	5	-2	-4	10	5	15	7

Single records, from the list above. Screens in order: MPTP inh | NLRP3 yeast inh | APJ antagonist | APJ agonist | beta cell repl | tim10-1 inh | tim23-1 inh | NR3A LBD binder | TIM10 inh
CC(=O)N1CCc2cc(S(=O)(=O)N3CCCCC3C)ccc21 (centres undefined) is listed with -1.1 | 11 | -4 | -5 | -1 | 11 | 14 | 4 | 15
O=C1CCC(C(=O)N2CCC(CCO)CC2)CN1Cc1ccc(Cl)cc1 (centres undefined) is listed with -0.4 | 3 | 14 | 0 | -1 | -8 | -1 | 0 | 5
Cc1noc(C)c1NC(=O)N(C)C[C@H]1Oc2ccc(NC(=O)CCC(F)(F)F)cc2C(=O)N([C@H](C)CO)C[C@@H]1C is listed with -2.3 | 11 | 4 | -4 | 1 | 12 | 9 | -1 | -2

Remaining list, next part:
[51] O=C(c1ccccc1)c1c[nH]c(C(=O)NCCCn2ccnc2)c1
[52] CCCN1C(C)C(C(=O)OCC)=CN(Cc2ccc(Br)cc2)S1(=O)=O (centres undefined)
[53] CCN(CC)CCNC(=O)Cn1nc(Cc2cccnc2)c2ccccc2c1=O
[54] COc1ccc(O)c(C(=O)c2cnc3c(c2)c(-c2ccc(F)cc2)c(C#N)c(=O)n3C)c1
[55] COC(=O)N/N=C/c1ccc(-c2ccc(C)c(Cl)c2)o1
[56] CCOc1ccc(NC(=O)CCC(=O)N/N=C/c2ccc3c(c2)OCO3)cc1
[57] Cc1cc(=O)oc2cc(OCC3CC(c4ccc(Br)cc4)=NO3)ccc12 (centres undefined)
[58] C=CCn1c(O)c(N=NC(=O)CNC(=O)/C=C/c2ccc(OC)cc2)c2ccccc21
[59] CCC(Oc1ccc(C)cc1)C(=O)Nc1ccc(S(=O)(=O)Nc2cc(C)on2)cc1 (centres undefined)

Screen / compound no.	51	52	53	54	55	56	57	58	59
MPTP inh	0.5	0.5	0.1	1.1	0.2	2.0	-0.1	2.0	0.9
NLRP3 yeast inh	12	/	14	11	22	24	34	11	13
APJ antagonist	-23	/	11	-21	-14	13	14	-1	19
APJ agonist	0	/	-8	2	4	-3	-2	-2	-3
beta cell repl	-2	/	0	-5	0	0	1	-1	0
tim10-1 inh	-7	7	-7	26	34	19	19	-3	-7
tim23-1 inh	10	29	-10	11	46	-3	-7	-6	5
NR3A LBD binder	2	2	-2	-3	5	0	2	-1	0
TIM10 inh	-2	-27	-7	40*	14	-10	-11	-36	-7
